From PubChem BioAssay
HTR5A inv ag = HTR5A inverse agonists in luminescence cell assay, primary screen, counter-screen for OPRM1-OPRD1 heterodimer inverse agonist project, full-deck HTS | 0.083% of 340,000 active | inhibition, % at 9.3 µM | HTR5A cell line, inverse agonism | AID 504634, 2011 | 5-hydroxytryptamine receptor 5A (Homo sapiens), P47898; in the data active = inhibition mostly above about 23%, no sharp cut-off; inactive = mostly below about 18%;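 note: 0% = cells with DMSO and 100% = no-cell wells with DMSO; some compounds called inactive have numbers as strong as hits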
Target sequence (P47898 whole entry, looked up): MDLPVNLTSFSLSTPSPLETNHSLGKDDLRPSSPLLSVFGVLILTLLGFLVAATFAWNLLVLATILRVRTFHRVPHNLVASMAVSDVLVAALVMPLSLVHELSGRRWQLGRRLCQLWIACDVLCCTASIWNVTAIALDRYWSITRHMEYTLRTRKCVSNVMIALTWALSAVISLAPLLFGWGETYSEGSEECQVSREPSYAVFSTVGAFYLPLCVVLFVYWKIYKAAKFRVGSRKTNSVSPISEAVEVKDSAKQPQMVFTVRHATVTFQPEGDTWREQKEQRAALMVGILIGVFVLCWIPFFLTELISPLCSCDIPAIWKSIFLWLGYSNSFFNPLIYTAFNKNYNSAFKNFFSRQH
HTR5A ag = HTR5A agonists in luminescence cell assay, primary screen, counter-screen for OPRM1-OPRD1 heterodimer agonist project, full-deck HTS | cell-based | activation, % at 9.3 µM | 0.61% of 340,000 active; in the data active = activation mostly above about 9.5%, no sharp cut-off; inactive = mostly below about 7.6%;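 note: 0% = cells with vehicle only and 100% = reference agonist; strong numbers were not always called active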
MOR-DOR ag = agonists of OPRM1-OPRD1 heterodimerization, primary screen, cell-based, luminescence; cells; activation, % at 9.3 µM; 0.3% of 340,000 active; AID 504326, 2011; in the data active = activation above about 18%;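 note: 0% = vehicle-treated cells and 100% = reference agonist; values of inactives mirror those of a sister screen read the other way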
PKA-R1A act = activators of PKA-R1A holoenzyme, primary screen, biochemical, fluorescence polarization, Cy5-IP20, bovine R1A, mouse PKAc; cAMP-dependent protein kinase type I-alpha regulatory subunit (Bos taurus) + …; PKA-R1A dissociation; scaled: DMSO 0%, 113 µM cGMP 100%; activation, % at 11.4 µM; 0.083% of 340,000 active; AID 504707, 2011;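 active = percent activation above the mean of all tested compounds plus 3 SD, cut at about 19% in these data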;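 note: higher means more PKAc released from R1A so a rise in polarization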
MOR-DOR inv ag = inverse agonists of MOR-DOR heterodimerization, primary screen, cell-based, luminescence. 0.21% of 340,000 active. cell-based MOR-DOR heterodimer luminescence, inverse agonism. inhibition, % at 9.3 µM. Mu-type opioid receptor (Homo sapiens) + Delta-type opioid receptor (Homo sapiens), …. AID 504357, 2011; in the data active = inhibition above about 22%, passing the limit was not always enough;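 note: 0% = cells with DMSO and 100% = wells without cells with DMSO; values of inactives mirror those of a sister screen read the other way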
Arrestin-AP2 inh = inhibitors of beta-arrestin/AP2 binding, primary screen, biochemical, GPCR trafficking, flow cytometry | beta-arrestin 1 C-terminal peptide binding to AP2 beta2-adaptin appendage (human) | FITC-arrestin peptide / GST-AP2 beads; AP2 beta2 appendage carries R879A mutation | inhibition, % at 10 µM | 0.31% of 340,000 active;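 active = inhibition above a set limit, near 3 SD of compounds lacking own fluorescence, cut at about 54% in these data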;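 note: plate controls were DMSO wells for no effect and 5 µM unlabelled arrestin peptide for full effect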
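system = GST-tagged AP2 beta2-adaptin appendage (R879A) on 4 µm glutathione beads | reagent = FITC-labelled arrestin peptide probe, 50 nM final | schedule = compound with beads 12 min RT, then probe 1 h RT | signal = HyperCyt-sampled flow cytometry, FL1 channel, ex 488/em 535 nm | read-out = percent response from loss of bead-bound FITC fluorescence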
PKA-R2B act = activators of PKA-R2B holoenzyme, primary screen, biochemical, fluorescence polarization, Cy5-IP20, human. cAMP-dependent protein kinase catalytic subunit beta (Homo sapiens) + cAMP-dependent …. PKA-R2B holoenzyme dissociation; R2B truncated from residue 108, S112A mutant; 0% DMSO only, 100% 113 µM cGMP. activation, % at 11.4 µM. 0.079% of 340,000 active. AID 504700, 2011;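 active = activation above a cutoff set at the mean over all compounds plus 3 SD, cut at about 18% in these data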;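 note: higher means more holoenzyme dissociation and a rise in polarization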
Target sequence (P31323 whole entry, looked up, other chains not shown, the tested form may be a part): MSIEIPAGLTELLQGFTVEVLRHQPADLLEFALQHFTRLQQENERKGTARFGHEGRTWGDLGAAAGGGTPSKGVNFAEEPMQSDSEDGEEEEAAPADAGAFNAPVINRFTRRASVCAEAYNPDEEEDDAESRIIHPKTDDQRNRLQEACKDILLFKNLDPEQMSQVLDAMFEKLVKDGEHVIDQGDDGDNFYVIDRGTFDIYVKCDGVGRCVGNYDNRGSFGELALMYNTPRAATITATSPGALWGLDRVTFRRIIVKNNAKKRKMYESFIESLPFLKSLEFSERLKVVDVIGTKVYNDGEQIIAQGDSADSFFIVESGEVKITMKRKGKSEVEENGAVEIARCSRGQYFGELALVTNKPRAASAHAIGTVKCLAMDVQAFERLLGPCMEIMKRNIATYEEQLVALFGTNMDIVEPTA
V-ATPase pHluor = regulators of yeast V-ATPase proton pumping, primary screen, pHLuorin cytosolic pH fluorescence | S. cerevisiae | AID 504577, 2011 | response, % at 10 µM | 0.37% of 350,000 active; in the data active = response mostly above about 7.3%, no sharp cut-off; inactive = mostly below about 5.4%; note: actives read high; inactives centre near 0; some compounds called inactive have numbers as strong as hits; reference of the scale not given here
Pemphigus Ab inh = inhibitors of pemphigus antibody binding to DSG3, primary screen, biochemical, bead-based, flow cytometry, scFv-GFP; Desmoglein-3 (Homo sapiens), P32926; DSG3-coupled beads, scFv-anti-DSG3-GFP binding; active compounds read low; binding (percent of control), % at 10 µM; 0.48% of 310,000 active; AID 588358, 2011;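 active = binding more than 3 SD below its plate's average and above zero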;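 note: hits lower antibody fragment binding to DSG3; some compounds called inactive have numbers as strong as hits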
DAGLB inhibitor = DAGLB lipase inhibitors, primary screen, biochemical, fluorescence, HTS; Diacylglycerol lipase-beta (Homo sapiens), Q8NCG7; HEK293T DAGLB membrane lysate, EnzChek fluorogenic substrate; inhibition, % at 5.17 µM; 0.059% of 340,000 active; AID 504411, 2011; in the data active = inhibition above about 34%;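 note: 0% = enzyme with vehicle and 100% = wells lacking enzyme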
Starred values were filed as active, the others as inactive; . = no result given.

SMILES	HTR5A inv ag	HTR5A ag	MOR-DOR ag	PKA-R1A act	MOR-DOR inv ag	Arrestin-AP2 inh	PKA-R2B act	V-ATPase pHluor	Pemphigus Ab inh	DAGLB inhibitor
COc1cc(OC)c(N(C)S(=O)(=O)c2cccc(C(=O)OCC(=O)N3CCOCC3)c2)cc1Cl	8	-2	-3.5	-5	17	-20	3	4	93	-1
COc1cccc(Oc2cncnc2-c2ccc(OC)cc2O)c1	9	2	2.3	-6	-12	-3	-6	1	101	-7
c1nc(N2CCC3(CC2)OCCO3)c2[nH]cnc2n1	0	0	-0.5	4	3	0	2	-3	100	2
CCNC(=S)NNC(=O)c1csc2c1CCC(C)C2 (configuration not stated)	26	-2	-4.7	-3	29	-4	-12	2	.	-2
O=C1C=C(N2CCCCC2)C2(CCCCC2)O1	-15	5	1.2	-7	-9	-6	-2	0	101	2
COc1ccc(C(C)=O)cc1COc1ccc(-n2cnnn2)cc1	-15	6	-1.4	-7	6	15	-3	-3	108	-4
CC1(C)CC(=O)C(Sc2nnc(-c3ccc(O)cc3)n2CC2CCCO2)C(=O)C1 (configuration not stated)	-2	-2	0.5	6	-3	-6	10	-1	89	-1
Cc1ccsc1C(=O)OCC(=O)NCCc1ccccc1	5	1	-2.3	6	9	-7	-13	2	.	-7
CCOc1ccc(NS(=O)(=O)c2ccc(OCC(=O)NCCCOC)cc2)cc1	-10	3	-1.3	9	7	3	-1	4	103	-1
Cc1nn2c(=O)cc(CSc3ccccc3NC(=O)c3ccccc3)nc2s1	3	5	-3.9	-3	20	-15	-1	-3	96	0
Cc1ccc(C(=O)Nc2nc(C)c(C(=O)N(C)C)s2)o1	-5	-1	-2.3	-4	12	11	-3	-4	108	0
NC1=NC[C@H](Cc2ccc(O)cc2)N1CCc1cccc2ccccc12	-2	1	-0.7	-12	4	-1	-3	0	107	5
N#C/C(=C\c1ccc[nH]1)C(=O)NCC1CCCO1 (configuration not stated)	-25	2	-3.6	-5	18	7	2	-1	.	2
Cc1ccc(C(=O)N/C(=C/c2ccco2)C(=O)Nc2cccc(C)c2)cc1	-30	3	-2.6	-5	15	1	-3	4	101	0
CC(=O)NC1=NN(C(C)=O)C(C)(c2cccnc2)S1 (configuration not stated)	2	-1	-1.8	-5	9	26	6	-2	89	-1
CCn1c(=O)cc(SCC(=O)N2CCN(Cc3ccc4c(c3)OCO4)CC2)c2ccccc21	-4	-1	3.1	1	-17	4	3	2	108	1
COc1ccc(-n2c(-c3ccc(Br)cc3)nc(=S)c3c2CCCC3)cc1	0	-1	-0.7	-3	4	25	1	-3	.	-2
O=C1CC2(CCN(C(=O)c3ccc(Br)cc3)CC2)Oc2ccccc21	3	15	-1.3	-1	8	-3	-2	-3	99	0
CS(=O)(=O)N1CCN(c2ccc(NC(=O)C(c3ccccc3)c3ccccc3)cc2)CC1	3	3	0.0	8	0	9	-3	0	86	3
O=C(O)CCSc1ncnc2sc(-c3ccccc3)cc12	-13	5	-1.2	-1	6	13	-1	-3	101	2
Cn1ncc2c(N3CCC(Cc4ccccc4)CC3)ncnc21	-7	2	2.1	8	-15	-1	1	0	106	-5
O=C(NN=Cc1ccccc1OC(F)F)c1ccc(NS(=O)(=O)c2cccs2)cc1	-9	4	-3.2	-12	13	-7	-11	2	.	3
COCCNC(=O)C(=O)NCC(c1ccc2c(c1)OCO2)N1CCN(c2ccc(F)cc2)CC1 (configuration not stated)	-4	0	-4.6	-5	23	9	0	3	99	0
CCOc1cc(CNCCc2c[nH]c3ccccc23)cc(Cl)c1OCC(N)=O	15	10	-0.9	10	4	-2	2	-3	102	-1
COC(=O)C1=C(C)N(Cc2ccccc2)C(=NCCCCO)N[C@H]1CCc1ccccc1	-45	15	-3.4	-13	20	-11	-3	0	105	1
O=C(NCC(O)CO)c1ccc2[nH]c3ccccc3c2c1 (configuration not stated)	-21	-5	-0.7	5	4	10	4	1	102	-1
COc1ccccc1/C=C/C(=O)NNC(=O)c1cc(C)oc1C	-16	4	1.5	-5	-10	5	-16	2	112	-3
CC1(c2ccccc2)NC(=O)N(CC(=O)Nc2ccc(N3CCOCC3)cc2)C1=O (configuration not stated)	10	2	-3.1	-6	12	-2	0	0	102	0
CCC(=O)c1ccc(N2CCCCC2)c(F)c1	-4	1	1.4	-6	-11	4	-5	3	96	-3
CN(C)C(=O)COC(=O)c1cc(Cl)cc(Cl)c1N	-10	-1	-3.5	-6	17	-4	6	-1	99	-2
CCC1CN(C(=O)N2CCC(C(=O)NCc3cccc(OC)c3OC)CC2)c2cc(C)ccc2O1 (configuration not stated)	8	1	-1.9	5	10	-9	10	-1	102	-1
CCOc1ccc(Cl)cc1S(=O)(=O)NC1CCCC1	13	-2	0.6	0	-4	0	3	-4	105	-1
CCN(CC(=O)NCc1ccc(F)cc1)C(=O)c1cccc(S(=O)(=O)N(C)c2ccc(OC)cc2)c1	-16	5	0.6	2	-3	-18	-7	-8	106	-1
O=S(=O)(c1ccccc1)c1ccc(N2CCCCCC2)cc1	10	-3	-2.5	-6	12	21	-3	-3	108	-3
CC(=O)c1ccc(CCCCCCCCCC(=O)O)s1	-15	-1	-0.9	-1	6	18	5	-1	111	0
Cc1ccc(/C=N/N2CCN(c3ccncc3S(=O)(=O)N3CCCCC3)CC2)cc1	16	2	-3.3	-10	14	-5	0	2	110	1
CCN(CC(=O)Nc1ccccc1C(F)(F)F)C(=O)CN1C(=O)NC(C)(c2ccc3ccccc3c2)C1=O (configuration not stated)	-5	2	2.0	1	-8	-7	3	-2	110	-2
CCOC(=O)Cn1ccc(NC(=O)c2ccc3c(c2)OCO3)n1	4	-1	-1.8	-2	9	5	-9	2	103	0
O=C(Nc1ccc(N2CCCC2)c(Cl)c1)c1ccccc1[N+](=O)[O-]	-9	3	-0.5	-3	3	7	9	-2	107	3
CCC1CCCCN1C(=O)NC(=O)c1ccccc1 (configuration not stated)	2	-1	-1.7	-2	10	1	-5	-3	.	1
COc1ccccc1N1CCN(C(=O)C(OC(C)=O)c2ccccc2)CC1 (configuration not stated)	-6	3	-0.7	4	4	-3	-12	2	101	-3
CC(C)(C)c1nc2scc(-c3ccc(Br)cc3)c2c(=O)o1	-21	8	-1.6	-3	10	-1	5	3	86	2
CCCCNC(=O)C(Cc1ccccc1)NS(=O)(=O)c1ccc2c(c1)c(=O)n(C)c(=O)n2C (configuration not stated)	2	-1	-1.3	-11	7	5	5	-4	107	-2
Cn1c(Cn2c(=O)sc3ccccc32)nnc1SCc1ccccn1	4	-1	-2.3	-6	12	-8	0	2	104	-1
CN(CC(=O)Nc1ccc(Cl)c(S(=O)(=O)N2CCOCC2)c1)C(=O)c1ccc(C#N)cc1	-18	0	-3.5	1	13	-1	-6	-3	.	2
COCC(C)n1c(C)cc(C(=O)CSc2nnnn2-c2ccc(O)cc2)c1C (configuration not stated)	-3	1	-1.2	-14	6	-10	3	0	104	0
Cc1cccc(Nc2ncnc3c2cnn3C)c1	20	0	0.4	-6	-3	4	-4	-2	101	1
COc1ccccc1C1CC(=O)NC(C)=C1C(=O)OCC(C)C (configuration not stated)	-12	2	2.1	-3	-10	12	-5	5	96	2
Cc1c(NS(=O)(=O)c2ccc(NC3CCCC3)c([N+](=O)[O-])c2)c(=O)n(-c2ccccc2)n1C	2	-5	-2.4	-5	12	10	-9	4	87	3
Cc1ccc2nc(-c3ccncc3)cc(C(=O)NCCc3ccc(F)cc3)c2c1	-8	3	-1.7	-8	8	5	3	3	98	-8
Following part
SMILES	HTR5A inv ag	HTR5A ag	MOR-DOR ag	PKA-R1A act	MOR-DOR inv ag	Arrestin-AP2 inh	PKA-R2B act	V-ATPase pHluor	Pemphigus Ab inh	DAGLB inhibitor
COc1ccc(-c2cc(C(F)(F)F)n3ncc(C(=O)NCC4CCCO4)c3n2)cc1OC (configuration not stated)	-4	-3	2.6	-3	-16	16	-2	-53	107	2
CCOc1ccccc1C1C(C#N)=C(N)N(N(C)C)C2=C1C(=O)CCC2 (configuration not stated)	11	-3	-2.9	1	13	-7	2	2	101	1
Cc1ccccc1/C=N/Nc1nc2ccccc2c(=O)n1O	-9	0	-4.3	-6	21	43	7	-1	113	1
Nc1nc2c(c(=O)[nH]1)CN(Cc1ccccc1)CC2	9	0	-0.4	-6	2	-2	-8	3	101	-2
S=C(Nc1ccccc1)Nc1ccc(Br)cn1	4	-2	4.9	-7	-35	0	1	-1	109	0
O=C(COC(=O)COc1ccccc1F)Nc1ccc2c(c1)OCO2	4	-1	-0.7	-3	4	-1	-2	0	106	-4
CCOC(=O)C1CCCN(C(=O)CCCn2nnnc2CN2CCOCC2)C1 (configuration not stated)	-3	1	-2.1	3	11	-10	-4	-1	100	2
c1cnc(SCCCOc2ccc3ccccc3c2)nc1	-2	5	-2.2	-1	12	1	3	-1	101	-17
CCc1[nH]nc(C(=O)N2CCCC(C(=O)c3cccc(C(F)(F)F)c3)C2)c1C (configuration not stated)	-8	3	2.5	2	-13	8	-1	-2	76	2
Cc1cc(C)n(-c2nc(-c3cccc(Cl)c3)cs2)n1	6	-3	-0.8	-14	3	-7	-6	-5	109	-13
C/C(=C\C(=O)c1ccc(Br)cc1)Nc1ccc(Cl)cc1	4	-2	-0.6	3	3	-6	6	-3	78*	-5
Cn1cc(Br)c(C(=O)NC2CCCCCC2)n1	-2	7	-1.0	-8	3	-2	1	3	114	-3
Cc1nc(C)c(C(=O)Nc2ncc([N+](=O)[O-])s2)o1	-1	0	-2.1	-8	11	14	-9	0	96	5

3 entries out of the list, arranged by length of the SMILES, ascending.
SMILES	HTR5A inv ag	HTR5A ag	MOR-DOR ag	PKA-R1A act	MOR-DOR inv ag	Arrestin-AP2 inh	PKA-R2B act	V-ATPase pHluor	Pemphigus Ab inh	DAGLB inhibitor
S=C(Nc1ccccc1)Nc1ccc(Br)cn1	4	-2	4.9	-7	-35	0	1	-1	109	0
Cc1cc(C)n(-c2nc(-c3cccc(Cl)c3)cs2)n1	6	-3	-0.8	-14	3	-7	-6	-5	109	-13
CCOC(=O)C1CCCN(C(=O)CCCn2nnnc2CN2CCOCC2)C1 (configuration not stated)	-3	1	-2.1	3	11	-10	-4	-1	100	2
